# GalR3 antag: blocks the human galanin receptor 3; HEK293 GalR3-CNG cAMP membrane potential fluorescence; galR3 body fused to GalR1 C-terminus; inhibition, % at 3 µM; hit rate 0.44% among 360,000; AID 651719;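 active = inhibition above the screen-wide average plus 3 SD, cut at about 13% in these data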;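 note: forskolin and galanin both at EC90 stimulate the cells; cAMP rise reported by CNG channel membrane potential dye signal; 0% = forskolin plus galanin with DMSO and 100% = forskolin alone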
# Target sequence (O60755 1-299 limits assumed): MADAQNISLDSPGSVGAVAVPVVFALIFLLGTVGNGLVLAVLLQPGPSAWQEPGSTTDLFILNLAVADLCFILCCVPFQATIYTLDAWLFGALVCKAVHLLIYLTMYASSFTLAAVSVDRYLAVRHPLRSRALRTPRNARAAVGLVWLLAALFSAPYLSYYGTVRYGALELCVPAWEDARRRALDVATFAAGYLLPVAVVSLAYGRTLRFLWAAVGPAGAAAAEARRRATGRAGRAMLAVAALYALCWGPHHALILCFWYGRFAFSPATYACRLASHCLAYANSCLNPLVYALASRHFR
# CRFR2-BP antag: antagonists of CRF-binding protein/CRF-R2 receptor complex | hit rate 0.59% among 350,000 | HEK293 CRF-R2/CRF-BP, CRF-induced calcium fluorescence | inhibition, % at 11.8 µM;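 active = inhibition of the ligand-induced calcium signal above about 50% at the single tested concentration, limit read from the data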
# CRFBP-R2 agonist: CRF-BP/CRF-R2 complex agonism. hit rate 0.46% among 350,000. AID 588473. activation, % at 13.2 µM. HEK293 CRF-R2/CRF-BP, calcium dye fluorescence (FLIPR); percent of saturating CRF peptide response;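 active = activation of at least 50%, plus an integration ratio under a set limit after plate pattern correction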;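 note: plate controls were neutral control wells without compound for no effect and CRF at EC100 for full effect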
# An asterisk follows results filed as active.
SMILES,GalR3 antag,CRFR2-BP antag,CRFBP-R2 agonist
CC[C@]1(c2ccccc2C)ON(c2ccccc2C(F)(F)F)C1=O,6,0,-1.4
CC(O)(c1ccccc1)c1ccc2ccccc2n1 (centres undefined),-5,5,-2.3
COc1ccc(NC(=O)CSCC(=O)NCc2cccc(C(F)(F)F)c2)cc1,-1,2,0.1
Cc1sc2ncnc(N3CCC(C(=O)NNC(=O)COc4ccc(Cl)cc4)CC3)c2c1C,-1,19,-2.2
COC(=O)c1ccc(-c2csc(NC(=O)c3c(C)noc3C)n2)cc1,-3,-8,-2.0
Cc1cc(=O)c2c(=O)[nH][nH]c2[nH]1,-6,6,2.5
CCOC(=O)C1=NNC(C(=O)O)C1c1ccccc1 (centres undefined),0,-43,6.7
COc1ccc(/C=C/C(=O)N(C)C2(C)CCS(=O)(=O)C2)cc1 (centres undefined),3,7,-0.3
C=CCn1cnnc1SCC(=O)N(C1CCCCC1)C1CCS(=O)(=O)C1 (centres undefined),-6,-4,-0.3
CC(c1ccc(F)cc1)n1cc(S(=O)(=O)N2CCCC2)ccc1=O (centres undefined),9,12,0.2
O=C1CCc2cc(S(=O)(=O)Nc3ccccc3F)ccc2N1,-5,0,0.1
CN(C(=O)c1ccc(NC(=O)Cc2ccc(NC(=O)C3CCCN(C(=O)C4CC4)C3)cc2)cc1)C1CC1 (centres undefined),-9,3,3.9
Cc1nnc2c3ccccc3ccn12,-6,3,-2.3
CC(NC(=O)C1CCN(C(=O)c2ccc(F)cc2)CC1)c1ccc(S(N)(=O)=O)cc1 (centres undefined),-4,-4,-1.5
CCCCCCCCC#Cc1nc(C)ccc1OC,-3,16,-5.1
CC(=O)c1ccc(N=Nc2c(C)[nH][nH]c2=O)cc1,0,7,-0.8
O=C1C(=O)C(c2ccccc2)C(=O)C1c1ccccc1 (centres undefined),-3,-5,-3.0
COC(=O)C1C2CCCCC1C(=O)O2 (centres undefined),-4,4,3.9
Nc1ncnc2c1ncn2[C@@H]1O[C@H](CNS(=O)(=O)C2CC2)[C@@H](O)[C@H]1O,-5,-8,3.0
Cc1ccc(S(=O)(=O)N(CC(=O)NCc2ccc(F)cc2)C(=O)N2CCN(C)CC2)cc1,1,14,-1.0

# Four entries from above, with each value named:
CN(C(=O)c1ccc(NC(=O)Cc2ccc(NC(=O)C3CCCN(C(=O)C4CC4)C3)cc2)cc1)C1CC1 (centres undefined)
  GalR3 antag: -9 | CRFR2-BP antag: 3 | CRFBP-R2 agonist: 3.9
Cc1nnc2c3ccccc3ccn12
  GalR3 antag: -6 | CRFR2-BP antag: 3 | CRFBP-R2 agonist: -2.3
CC(NC(=O)C1CCN(C(=O)c2ccc(F)cc2)CC1)c1ccc(S(N)(=O)=O)cc1 (centres undefined)
  GalR3 antag: -4 | CRFR2-BP antag: -4 | CRFBP-R2 agonist: -1.5
CCCCCCCCC#Cc1nc(C)ccc1OC
  GalR3 antag: -3 | CRFR2-BP antag: 16 | CRFBP-R2 agonist: -5.1

# Other structures:
SMILES,GalR3 antag,CRFR2-BP antag,CRFBP-R2 agonist
Cc1ccc(C)c(S(=O)(=O)N2CCCCC2CCNC(=O)C(=O)NCc2ccco2)c1 (centres undefined),-4,17,0.4
O=C(NC(=S)Nc1ccc(Cl)cc1)c1cncc(Br)c1,-4,-10,-1.1
O=C(Cn1cc([N+](=O)[O-])ccc1=O)N1CCc2ccccc2C1,-3,-11,0.6
O=C(COC(=O)Cc1ccccc1[N+](=O)[O-])Nc1nnc(-c2ccccc2)o1,-2,12,0.1
c1coc(-c2cnc3ccccc3n2)c1,-3,1,-1.2
CN(C(=O)CSc1nnc(-c2ccco2)n1Cc1ccccc1)C1CCS(=O)(=O)C1 (centres undefined),-2,1,-0.7
Clc1ccc2nc(C(Cl)(Cl)Cl)[nH]c2c1,-3,17,-1.6
CC12CCC3c4ccc(O)cc4CCC3C1CC(=NO)C2O (centres undefined),-1,-1,-6.6
CC(=O)Nc1ccc(C(C#N)=Cc2ccc(N(C)CCC#N)cc2)cc1,-1,18,-1.6
COc1ccccc1S(=O)(=O)N1CCN(S(=O)(=O)c2cccs2)CC1,-3,-6,-0.3
O=C(COC(=O)Cc1cccc(C(F)(F)F)c1)NCc1ccco1,0,-6,-2.0
CCCCCCSc1ccc(-c2nc3ccc(Cl)cn3c2NCc2ccccc2)cc1,-3,-5,-0.6
COc1ccc(S(=O)(=O)Nc2cc3c4c(c2)CCN4C(=O)CC3)cc1C,0,15,-0.1
O=[N+]([O-])c1ccc(S(=O)(=O)Nc2ccc(-c3ccccc3)cc2)cc1,-4,-22,0.3
O=C(Nc1ccccc1Cl)C1CC(=O)N(Cc2ccco2)C1 (centres undefined),-8,4,-0.1
O=C1NC(Cc2ccc(O)cc2)c2nc3ccc(F)cc3c(=O)n2-c2ncccc21 (centres undefined),-7,-6,2.1
Cc1ccc(S(=O)(=O)Nc2ncnc3sccc23)cc1C,-1,-7,0.2
C[C@H](CO)N1C[C@H](C)[C@H](CN(C)C(=O)Nc2ccc(F)cc2)Oc2ccc(NC(=O)NC3CCCCC3)cc2CC1=O,-4,22,-3.6
COc1ccc(S(=O)(=O)N2CCCC(C(=O)NCc3cccnc3)C2)cc1OC (centres undefined),-1,1,0.2
c1ccc2c(c1)nc(N1CCCCCC1)c1nncn12,-5,-15,21
C[C@@H]1COC(=O)[C@H](CC(=O)OC(C)(C)C)C/C=C\C[C@@H](CC(=O)N[C@H](CO)Cc2ccccc2)C(=O)N1,-7,5,1.8
CC1=C(C(=O)N(C)C)CC(CC(=O)NCCCN(C)C)C(=O)N1CCC1=CCCCC1 (centres undefined),-6,-1,-1.3
CN(C(=O)COC(=O)/C=C/c1ccc2ccccc2n1)c1c(N)n(Cc2ccccc2)c(=O)[nH]c1=O,-2,1,-0.9
CC(=O)Nc1ccc(NC(=O)c2ccc(N(Cc3ccccc3C)S(C)(=O)=O)cc2)cc1,5,8,-1.3
Cc1ccc2nc(-c3ccccc3)cc(C(=O)N(C)CC(=O)Nc3ccccc3Br)c2c1,-2,-6,0.1
Cc1cccc(C(=O)OCC(=O)NCc2ccc3c(c2)OCO3)c1C,-5,5,0.2
O=C(Nc1ccccc1C(=O)NC1CC1)c1ccccc1F,-6,-2,-0.8
Cc1ccc(S(=O)(=O)n2oc(=O)c(C3CCCCC3)c2N)cc1,-10,-19,0.4
O=C(COC(=O)c1ccccc1NCCO)NCCc1ccccc1,1,8,-0.3
CCC(=O)N(C)C[C@H]1Oc2cc(-c3cccnc3)ccc2S(=O)(=O)N([C@H](C)CO)C[C@H]1C,-6,-9,4.1
CC(=O)C[C@H](O)CC(=O)[C@H]1OC(=O)CC/C=C\Cc2ccccc21,-2,-1,-1.7
COc1ccc(C(=O)Nc2cc(S(=O)(=O)N3CCCCC3)ccc2C)cc1,-7,0,-0.7
Cc1ccccc1C(=O)N1CCN(c2ccc(N3CCOCC3)nn2)CC1,-1,6,0.6
CCOC(=O)c1c(NC(=O)COC(=O)CCNS(=O)(=O)c2ccccc2)sc(C(=O)NC)c1C,-8,-22,-5.0
CCCN1Cc2cc(OC)ccc2-c2ccccc2S1(=O)=O,-5,13,-0.4
COc1ccc(-n2c(SCC(=O)NCC3CCCO3)nc3ccccc3c2=O)cc1Cl (centres undefined),-3,-14,1.6
Cc1ccc(OCC(=O)Nc2cc(S(=O)(=O)N3CCCCC3)ccc2N2CCN(C)CC2)c(C)c1,-3,8,1.4
CCc1sc(C(=O)N2CCN(CC(=O)Nc3cccc(F)c3)CC2)cc1C,-5,-3,-1.1
CC(C)=CC1C(C(=O)NCCc2ccccc2)C1(C)C (centres undefined),-1,1,0.6
CCOC(=O)c1c(NC(=O)CN2C(=O)NC3(CCC(C)CC3)C2=O)sc(C)c1CC (centres undefined),1,-21,1.2
O=C1CNC(=O)c2cc(Cl)ccc2N1,1,-3,4.8
COC(=O)C(CSCc1ccccc1)NC(=O)CCNC(=O)OCc1ccccc1 (centres undefined),-4,0,-2.3
O=C1CCC2CN3CCc4c([nH]c5ccccc45)C3CC2C1 (centres undefined),-4,-26,27
CC(=O)Nc1ccc(C=NNC(=O)c2ccc(NS(=O)(=O)c3cccs3)cc2)cc1,-6,-13,-4.0
CN(CC(=O)Nc1ccccc1Cl)C(=O)c1ccc(N2C(=O)CCC2=O)cc1,1,-9,0.4
COc1ccc(NC(=O)CSc2nc(N)cc(=O)[nH]2)cc1S(=O)(=O)N1CCCCC1,-3,-2,2.7
CCC(CO)Oc1cc(NCc2ccccc2)c2ncn(C3CCCC3)c2c1 (centres undefined),-4,-6,2.8
O=C(Nc1ccc(Cl)cc1)C1CCCCN1S(=O)(=O)c1ccccc1 (centres undefined),-5,-13,2.4
COc1ccc(NC(=O)CSc2nnc(C3CC3)n2C)cc1S(=O)(=O)N1CCCCC1,0,-3,1.4
c1ccc(CNCCCn2cnc3c(OCc4ccccc4)ncnc32)cc1,-7,7,0.6
# Further records:
SMILES,GalR3 antag,CRFR2-BP antag,CRFBP-R2 agonist
CCN(CC)c1ccc(S(=O)(=O)N2CCCCC2)cc1NC(=O)CSCc1c(C)noc1C,-5,8,-0.1
CN1CCN(C(=O)CNC(=O)C23CC4CC(CC(C4)C2)C3)CC1,0,-6,0.2
NC(=O)NCCCC(=O)O,5,-11,0.3
CN1CCn2cnc(C(=O)NCc3ccccc3)c2C1=O,-7,7,2.5
CN1OC[C@@H]2C(=O)N3CCc4c([nH]c5ccccc45)[C@@H]3C[C@@H]21,-8,-20,12
CC(C)Oc1ccc(C(=O)OCC(=O)NC2CCCCCC2)cc1,-9,6,1.0
C[C@H](CO)N1C[C@H](C)[C@H](CN(C)Cc2ccccc2)Oc2ccc(NC(=O)Nc3ccc(F)cc3)cc2C1=O,-7,-14,-1.0
CCOc1ccc(C(=O)COC(=O)Cc2n[nH]c(=O)c3ccccc23)cc1,-2,-4,-0.5
O=C(CSc1nnnn1-c1ccccc1)NCC1(N2CCOCC2)CCCCC1,2,0,0.8
Cc1ccccc1CSCC1Nc2ccc(C(=O)NCCc3ccccc3)cc2NC1=O (centres undefined),-1,-18,4.5

# Profiles as entered above.
# Results for Cc1ccccc1CSCC1Nc2ccc(C(=O)NCCc3ccccc3)cc2NC1=O (centres undefined) : GalR3 antag = -1; CRFR2-BP antag = -18; CRFBP-R2 agonist = 4.5
# Results for NC(=O)NCCCC(=O)O : GalR3 antag = 5; CRFR2-BP antag = -11; CRFBP-R2 agonist = 0.3

# (further entries)
SMILES,GalR3 antag,CRFR2-BP antag,CRFBP-R2 agonist
CC12CCC(=O)N1C(C(=O)Nc1ccc(Cl)c(S(=O)(=O)N3CCCCC3)c1)CS2 (centres undefined),0,-11,-1.1
Cc1ccc(-c2nnc(NC(=O)C3=COCCO3)o2)c(C)c1,-3,-4,-1.3
Cc1ccc(NC(=O)c2ccc(Br)o2)c([N+](=O)[O-])c1,-1,9,-0.8
COc1ccccc1COC(=O)CN1C(=O)NC2(CCCCC2C)C1=O (centres undefined),-1,-9,-0.2
O=C(COC(=O)C1=COCCO1)Nc1ncc(Cl)cc1Cl,-6,-2,-0.3
CCC(CO)Oc1cc(NC(=O)c2cccc(F)c2)c2ncn(C(C)C)c2c1 (centres undefined),-4,13,-1.3
CCCCNc1nc(Cl)nc(Nc2ccc(C)cc2)n1,-1,0,1.4
CC(=O)c1ccc(S(=O)(=O)N2CCN(C(=O)c3ccccc3Cc3ccccc3)CC2)cc1,1,4,0.2
CC(=O)c1cccc(OCC(=O)NC2CCCCCC2)c1,-1,2,0.2
O=C(COC(=O)c1ccccc1F)Nc1ccc2c(c1)OCCO2,-3,1,-1.6
O=C(Nc1nc(-c2ccc(F)c(F)c2)cs1)C1=COCCO1,-3,0,3.7
O=C(CSc1nc(C(F)(F)F)cc(=O)[nH]1)Nc1ccc2c(c1)OCCO2,-3,16,-0.6
COc1ccc([C@H]2CC(=O)C=C(c3ccc(Cl)c(C(F)(F)F)c3)C2)cc1OC,-7,-4,-0.6
CC(=O)Nc1ccc(S(=O)(=O)NC2CC(=O)N(c3ccc(C)c(C)c3)C2)cc1 (centres undefined),3,-4,-0.1
C/C=C/c1ccc2c(c1)O[C@H](CN(C)CC1CCOCC1)[C@@H](C)CN([C@H](C)CO)S2(=O)=O,-6,5,-0.6
O=S(=O)(c1ccc(F)c(Cl)c1)N1CCN(C/C=C/c2ccccc2)CC1,-5,-7,1.7
CCCCC1(Br)C(=O)N(c2ccccc2)N(c2ccccc2)C1=O,-3,-2,-1.2
Cc1ccc(C)c(S(=O)(=O)N2CCN(C(=O)Cn3[nH]c(=O)c4ccccc4c3=O)CC2)c1,-3,-9,-0.7
COc1ccc(-c2nn(-c3ccccc3)cc2C(=O)N2CCN(C(=O)c3ccco3)CC2)cc1,-3,-17,-3.9
NC(=O)C1(Nc2ccccc2Cl)CCCC1,-4,4,-3.1
COc1ccccc1-c1ccc2c(c1)O[C@@H](CN(C)C(=O)c1ccncc1)[C@H](C)CN([C@@H](C)CO)S2(=O)=O,-5,-15,-0.4
O=[N+]([O-])c1ccc(C=NNc2ccc(S(=O)(=O)O)cc2)cc1,1,9,-0.5
CC(=O)N1CCC(C(=O)Nc2ccc(S(=O)(=O)N3CCCC(C)C3)cc2)CC1 (centres undefined),-3,-1,1.8
Cc1ccccc1Nc1ncnc2[nH]ncc12,-5,-19,-4.4

# High-throughput results from PubChem.

# This is a subset. The share of hits here may be higher or lower than overall.
